# High-throughput results: PubChem, Sanford-Burnham Center for Chemical Genomics
# APJ ag: activates the human apelin receptor APJ; AID 2520; 0.11% of 330,000 active; CHO-K1 APJ PathHunter beta-arrestin, luminescence; 0% DMSO wells, 100% apelin; activation, % at 20 µM;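 active = activation more than six SD over the plate average, tested at 20 µM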;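 note: 0% = DMSO alone and 100% = apelin-13 at 10 nM; some results filed as inactive read as strong as hits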
# Target sequence (P35414 whole entry, looked up): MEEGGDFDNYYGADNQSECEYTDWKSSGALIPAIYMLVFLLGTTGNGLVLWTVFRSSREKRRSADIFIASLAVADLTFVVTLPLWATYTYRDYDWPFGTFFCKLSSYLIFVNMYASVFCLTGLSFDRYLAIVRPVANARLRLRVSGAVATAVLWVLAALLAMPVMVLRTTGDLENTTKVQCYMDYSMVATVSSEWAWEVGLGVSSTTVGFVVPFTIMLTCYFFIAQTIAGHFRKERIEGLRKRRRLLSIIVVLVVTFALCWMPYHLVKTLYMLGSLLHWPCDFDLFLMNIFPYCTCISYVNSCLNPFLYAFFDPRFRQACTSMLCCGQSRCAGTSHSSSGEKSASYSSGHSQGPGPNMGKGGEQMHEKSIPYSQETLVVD
#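 Incubation: overnight seeding, 90 min compound at 25 °C, 1 h detection; test system: PathHunter CHO-K1 APJ (AGTRL-1) beta-arrestin reporter cells; amount: 1000 cells/well; doses: one dose, 20 µM compound, 1% DMSO; measured by: beta-gal luminescence; measure: agonist-driven arrestin binding to APJ; benchmarks: negative DMSO alone, positive Apelin-13 at 10 nM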
# GRIN3A LBD mod: NR3A (human) ligand-binding domain modulation; NR3A LBD differential scanning fluorimetry, Tm shift; 0% = protein alone, 100% = glycine-bound protein; Tm shift relative to glycine control, % at 25 µM; 2.5% of 340,000 active; AID 1259313;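 active = melting temperature shift of at least 10% of the positive control shift, at one fixed dose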
# MPTP block: permeability transition pore inhibition. AID 602449. 1.4% of 360,000 active. isolated mouse mitochondria, Ca2+ swelling absorbance, 30 min. inhibition, % at 10 µM;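 active = inhibition of 50% or more, scaled per plate between neutral and stimulator controls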;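 note: 0% = DMSO wells given calcium and 100% = 1 mM EGTA wells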
# beta cell repl: induces beta-cell replication in MIN6 cells; 0.29% of 330,000 active; proliferation, % at 10 µM; AID 2380; MIN6 cells proliferation, ATPlite luminescence, 48 h; cells starved in 0.2% serum; 100% = growth in 10% serum;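 active = compounds whose signal lies at least 3.5 SD above the mean of all wells on their plate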;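 note: 0% = DMSO-treated cells in low-serum medium and 100% = 10% serum control; some compounds called inactive have numbers as strong as hits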
# TIM10 inh: growth inhibitors of TIM10 yeast strain; inhibition, % at 10 µM; AID 463195; 1.4% of 330,000 active; S. cerevisiae TIM10 strain growth, BacTiter-Glo luminescence, 24 h;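 active = inhibition of 40% or more at the single tested concentration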;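 note: wild-type TIM10 isogenic control strain grown at permissive 25 °C; 0% = DMSO yeast wells and 100% = minimal medium wells without yeast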
# APJ antag: antagonists of human APJ apelin receptor; CHO-K1 APJ beta-arrestin complementation, luminescence; 0.32% of 330,000 active; inhibition, % at 20 µM;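 active = inhibition above about 40% at 20 µM, limit read from the data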;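 note: cells challenged with 10 nM apelin-13 agonist together with compound; plate controls were apelin-13 plus DMSO wells for no effect and DMSO wells lacking apelin-13 for full effect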
# tim10-1 inh: growth inhibitors of tim10-1 mutant yeast. S. cerevisiae tim10-1 ts strain growth, BacTiter-Glo, 24 h. inhibition, % at 20 µM. 2.2% of 330,000 active. AID 463190;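 active = inhibition of at least 40%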;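 note: mutant grown at 25 °C; 0% = DMSO wells with yeast and 100% = wells holding no yeast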
# tim23-1 inh: tim23-1 yeast growth inhibition. 1.3% of 330,000 active. inhibition, % at 20 µM. S. cerevisiae tim23-1 growth, BacTiter-Glo luminescence, 24 h;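 active = growth inhibition of the mutant yeast at or above 50%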;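 note: temperature-sensitive mutant grown at 25 °C; plate controls were DMSO-treated mutant yeast for no effect and medium wells lacking yeast for full effect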
# NLRP3 yeast inh: inhibitors of NALP3 inflammasome in yeast; Yeast reconstituted NLRP3/ASC/caspase-1, beta-gal luminescence, 24 h; inhibition, % at 10 µM; 0.39% of 330,000 active; AID 2825;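 active = inhibition of 50% or more; inactive = inhibition below 50%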;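 note: plate controls were induced DMSO wells for no effect and uninduced yeast grown without galactose for full effect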
# * hit, by the source's call; / = not tested or not shown.
SMILES,APJ ag,GRIN3A LBD mod,MPTP block,beta cell repl,TIM10 inh,APJ antag,tim10-1 inh,tim23-1 inh,NLRP3 yeast inh
C[C@H]1CN([C@@H](C)CO)C(=O)Cc2cc(NC(=O)C3CC3)ccc2O[C@H]1CN(C)Cc1ccc(Oc2ccccc2)cc1,2.1,-15.5,-0.3,-6.1,-2.6,5.6,1.3,8.8,14.8
CCN(CC(=O)Nc1cccc(S(=O)(=O)N(C)c2ccccc2)c1)Cc1cccs1,-2.0,2.5,1.9,-5.4,-1.8,-21.0,9.7,34.9,21.6
COc1ccccc1N1C(=O)c2ccccc2NC1C(OC)OC (centres undefined),-1.4,-1.3,-0.9,1.9,2.1,-2.4,6.6,0.8,-11.5
O=C(NCc1ccco1)C1CCCN1C(=O)Nc1ccccc1 (centres undefined),-2.6,0.2,0.9,-1.8,1.4,0.6,4.2,6.8,0.9
O=S1(=O)[C@H]2C[C@H](CO)O[C@@]2(CO)CN1Cc1ccc(-c2ccc(F)cc2)cc1,/,0.2,-1.0,/,2.6,/,12.5,32.9,/
COc1ccccc1OCCSc1nc2ccccc2n1CC(N)=O,0.4,0.5,-0.1,-2.6,12.3,14.5,8.2,-3.4,16.0
CC(=O)c1ccc(NC(=S)NC(=O)/C=C/c2ccccc2)cc1,2.2,3.6,2.4,-3.4,-1.8,-35.4,20.4,13.8,5.9
O=C(Nc1nnc(-c2ccco2)o1)c1ccc(Cl)s1,-1.1,-0.5,-1.3,-3.3,1.5,-15.5,15.1,18.1,8.0
O=C(Nc1nccs1)c1cnccn1,-2.1,-0.1,-2.0,-1.7,-0.8,-6.9,-2.5,20.9,7.9
CC(C)c1ccc(NC(=O)C2CCCN(S(=O)(=O)c3cccnc3)C2)cc1 (centres undefined),3.5,-1.6,1.0,-0.1,8.4,5.1,25.6,18.7,5.0
Cn1c(=O)c(-c2ccccc2)nn2c3ccccc3nc12,1.9,1.3,-0.3,-1.2,2.1,9.8,25.8,-1.8,-11.9
CN(C)CCCN(Cc1ccccc1)C(=S)Nc1cccc(C(F)(F)F)c1,-2.6,-0.4,-1.7,-4.6,5.3,-6.1,24.7,8.3,14.7
O=C(Nc1ccccc1)Nc1nnc(Cc2ccccc2F)s1,0.8,-4.5,4.0,-2.3,13.3,-14.5,8.7,21.5,11.4
COc1ccc(C(CNC(=O)Cc2ccccc2Cl)N2CCCCC2)cc1 (centres undefined),-1.9,-1.6,-0.1,0.9,-7.5,2.0,-7.0,0.1,10.1
COc1ccc2[nH]c3c(=O)n(CCCC(=O)NC4CCC(C)CC4)c(=S)[nH]c3c2c1 (centres undefined),-0.6,8.2,1.8,-0.2,-12.0,-2.2,7.4,-159.2,14.8
COc1ccc(NC(=O)CSc2nnc(-c3ccccc3F)n2C2CC2)cc1S(N)(=O)=O,1.5,-0.2,0.9,-0.6,7.1,-14.2,11.0,-0.9,-5.2
CC(=O)Nc1ccc(S(=O)(=O)N2CCC(C(=O)NCCC(=O)NCc3ccncc3)CC2)cc1,-2.6,2.7,-2.1,-0.4,0.9,10.5,-11.3,2.3,6.6
O=C(Cc1ccccc1)Nc1cc(C(=O)c2ccccc2)ccc1N1CCOCC1,-5.2,0.6,3.0,0.7,6.4,8.4,21.4,25.2,13.0
O=C(C1CCN(S(=O)(=O)c2ccccc2)CC1)N1CCOCC1,-3.9,2.2,0.5,-2.4,-1.1,6.9,10.7,-5.1,18.8
CCN(CC)CCSc1nc(O)c(-c2ccccc2)c(=O)n1-c1ccccc1,-2.7,0.9,-0.5,0.1,-9.2,6.2,8.7,-5.0,-1.9
CCc1sc(C(=O)Nc2cccnc2)cc1Br,0.7,0.1,-0.5,2.0,6.3,7.0,30.7,43.4,43.5
CCOC(=O)N1CCN(C(=O)CN(c2ccc(OC)c(OC)c2)S(C)(=O)=O)CC1,1.2,-4.0,-1.0,-4.0,9.8,-13.0,3.0,3.8,17.8
O=C(CCN1CCN(c2ccccc2F)CC1)Nc1ccccc1Cl,-4.0,-3.5,-0.7,-0.9,-11.6,9.0,16.0,15.4,-12.0
COc1ccc(-c2csc3ncnc(N4CCN(S(=O)(=O)c5cccc(C(F)(F)F)c5)CC4)c23)cc1,11.1,2.8,0.6,-5.5,10.4,18.5,7.2,17.8,20.9
Cc1ccccc1C=O,-3.7,1.6,-0.3,5.9,-1.0,4.1,9.8,1.9,9.3
CCOC(=O)CSc1nnc([C@@H](NC(=O)OC(C)(C)C)C(C)C)o1,0.5,1.2,3.5,0.4,-6.4,-4.6,20.0,7.4,12.7
COc1cc2c(cc1OC)CN(Cc1ccccc1)CC2,-2.5,0.1,-0.4,1.1,-6.0,8.8,-13.2,-16.1,11.2
COc1cccc(N(C(=O)CS(=O)CC(=O)Nc2ccc(F)cc2)C(C(=O)NC2CCCCC2)c2cccs2)c1 (centres undefined),-2.7,-1.5,-1.3,-4.7,4.8,1.3,-9.6,-17.2,8.0
CCOC(=O)N1CCN(C(=O)c2ccc3c(c2)ncn3C2CCCC2)CC1,-2.0,0.5,-1.9,-2.4,-7.8,1.9,-11.3,-0.5,6.3
O=C(C1=C[C@H](C2CCCCC2)C[C@H](OCCCCO)O1)N1CCN(Cc2ccc3c(c2)OCO3)CC1,-0.7,-0.5,0.0,-3.2,4.8,-80.8,27.8,13.3,17.9
O=C(N/N=C/c1ccc(F)cc1)c1ccc(-n2cnnn2)cc1,10.3,-6.2,-1.8,-2.7,2.6,7.5,9.7,6.7,7.3
COc1cc(/C=N/NC(=O)C2CCN(CC(O)COCc3ccccc3)CC2)ccc1O (centres undefined),-2.5,-0.3,-2.7,4.5,10.4,4.4,8.8,-2.2,-18.3
Cc1ccc(-c2nc(SCC(=O)Nc3ccccc3OC(F)F)c3c(C)c(C(=O)O)sc3n2)cc1,0.3,/,/,-3.3,11.9,-2.8,6.7,22.7,21.5
CCN(c1ccccc1C)S(=O)(=O)c1cc2c3c(c1)CCN3C(=O)CC2,-4.0,1.8,-1.3,-1.3,-9.8,15.7,-2.6,11.6,-1.3
Cc1ccc(S(=O)(=O)N2CCCC2CNC(=O)c2ccc(F)c(F)c2)cc1 (centres undefined),-2.5,-0.3,0.2,-5.7,-22.5,10.3,7.0,13.6,0.3
COC(=O)C(CC(=O)c1ccc(C)cc1)n1nc(C)cc1C (centres undefined),-0.2,-2.2,1.5,-0.7,4.0,6.3,-1.6,2.3,6.6
CCc1ccc(OCC(=O)NNC(=O)CNC(=O)c2ccc(Br)o2)cc1,-3.1,1.2,-0.8,-0.8,4.9,1.0,10.8,9.6,-4.2
COc1ccc(CCNC(=O)CN2C(=O)c3cccc4cccc(c34)C2=O)cc1OC,-1.4,-1.4,1.5,1.0,-2.7,-5.8,8.0,-11.3,24.0
CC(=O)C[C@H]1c2cc(F)ccc2S(=O)(=O)N1c1ccc(N(C)C)cc1,-0.7,-2.5,0.0,-1.9,4.2,-98.2,8.9,10.8,10.7
O=C(Nc1ccc(N2CCOCC2)cc1)C1CC(=O)N(c2ccccc2)C1 (centres undefined),-0.4,-1.7,1.4,-0.3,3.7,15.3,3.2,1.5,3.0
O=C(Cc1ccc(O)cc1)N/N=C/c1cccnc1,2.4,-0.6,-1.1,-3.0,0.6,-2.2,-0.9,-3.8,2.8
COc1cc2c(=O)n(Cc3ccccc3)c(=O)n(CC(=O)NCCc3ccccc3)c2cc1OC,-3.8,-1.7,-1.0,-2.4,26.1,12.2,27.8,10.6,3.7
O=C(COc1ccccc1[N+](=O)[O-])N/N=C/c1ccc(OC(=O)c2ccco2)cc1,0.4,-6.7,-0.4,0.0,4.7,14.2,12.2,9.4,18.7
Cc1ccc(S(=O)(=O)Nc2ccc(OCC(=O)N3CCOCC3)cc2)c(C)c1NS(C)(=O)=O,-0.8,-4.5,0.6,-0.3,-12.0,2.8,7.2,8.3,5.5
Cc1ccc(C)c(N2CCN(C(=O)Cc3c(C(=O)O)[nH]c4ccc(Cl)cc34)CC2)c1,-3.2,-9.3,2.3,-1.8,-5.9,-2.9,15.4,12.0,7.2
CCOC(=O)C1CCN(c2c(NCCCN(CC)c3ccccc3)c(=O)c2=O)CC1,-1.1,-1.6,0.7,-3.5,-8.2,4.4,-3.3,6.7,15.9
Cc1ccc2c(c1)c1c(n2CC(O)CNC2CCCCC2)CCCC1 (centres undefined),1.2,-0.3,79.6*,-6.4,10.0,23.6,12.7,-4.4,18.8
COC(=O)[C@H](CC(C)C)NC(=O)N1CCCCC1,0.7,-1.0,0.6,0.4,5.3,14.3,-13.7,13.5,6.3
CC(C)(C)c1ccc(C(=O)CSc2nc3ccccc3c(=O)[nH]2)cc1,-3.7,2.7,10.6,-2.8,-32.4,-9.1,2.5,-24.1,-1.4
CCOc1ccc(CN(C)C(C)C(=O)NCCc2ccc(F)cc2)cc1 (centres undefined),-0.4,1.3,0.0,-1.0,-4.9,1.6,3.4,6.3,26.0
CCc1c(C(=O)NCCc2cccc(C)c2)[nH]c(C)c1C(C)=O,-4.6,-0.6,0.2,8.2,-0.2,6.7,29.5,29.0,14.6
Cc1ccc(C(=O)OCC(=O)N(Cc2ccccc2)C(C)C)cc1C,-6.0,-1.0,0.3,3.2,17.7,4.9,13.5,32.7,23.2
CCOc1ccc(S(=O)(=O)N2CCN(c3ccccn3)CC2)cc1,-1.9,0.3,1.7,-3.7,8.5,-0.2,27.3,33.4,27.6
O=C(Nc1cccc(Cl)c1)OCc1ccccn1,-4.4,0.5,-0.7,-2.7,47.9*,-0.7,19.6,47.7,31.0
O=C(NCc1cccnc1)c1cccn2c(=O)c3sccc3nc12,2.1,0.8,0.2,2.3,-4.0,15.5,8.3,-13.7,-4.8
CC(=O)O[C@H]1CC[C@@]2(C)C(CCC3C2CC[C@]2(C)OC(=O)CCC32)C1 (some centres undefined),-3.4,-0.2,0.2,-1.6,-47.3,4.2,-48.8,-32.7,59.9*
CCCc1cc(CNC(=O)C2CCC(=O)N(Cc3ccccc3F)C2)on1 (centres undefined),-5.9,1.1,0.4,2.6,3.3,-5.9,1.8,6.7,-0.1
C=CCOc1ccc(/C(CC)=N/O)c(OC)c1,-1.2,0.8,3.3,-0.5,-3.6,-4.0,7.1,7.6,10.0
COc1ccc(CNC(=O)C/C(C)=N/NC(=O)Cc2ccc(OC)c(OC)c2)cc1,-1.5,-1.5,1.7,-2.0,8.5,13.8,8.2,0.8,-2.3

# Some of these compounds in order of number of heavy atoms, rising:
SMILES,APJ ag,GRIN3A LBD mod,MPTP block,beta cell repl,TIM10 inh,APJ antag,tim10-1 inh,tim23-1 inh,NLRP3 yeast inh
C=CCOc1ccc(/C(CC)=N/O)c(OC)c1,-1.2,0.8,3.3,-0.5,-3.6,-4.0,7.1,7.6,10.0
O=C(Nc1cccc(Cl)c1)OCc1ccccn1,-4.4,0.5,-0.7,-2.7,47.9*,-0.7,19.6,47.7,31.0
CC(=O)O[C@H]1CC[C@@]2(C)C(CCC3C2CC[C@]2(C)OC(=O)CCC32)C1 (some centres undefined),-3.4,-0.2,0.2,-1.6,-47.3,4.2,-48.8,-32.7,59.9*
CCOc1ccc(CN(C)C(C)C(=O)NCCc2ccc(F)cc2)cc1 (centres undefined),-0.4,1.3,0.0,-1.0,-4.9,1.6,3.4,6.3,26.0
CCCc1cc(CNC(=O)C2CCC(=O)N(Cc3ccccc3F)C2)on1 (centres undefined),-5.9,1.1,0.4,2.6,3.3,-5.9,1.8,6.7,-0.1
